ERK EGF block: inhibitors of EGF-stimulated ERK signaling pathway. Potency, µM (doses to about 11.5 µM), for inactives: at the top dose activity change, negative = inhibition, usual class: inhibitors. HEK293-V1b, EGF-stimulated phospho-ERK AlphaScreen. 0.41% of 130,000 active; active means well fitted inhibition curve with a large enough effect; inconclusive means small, poorly fitted or top-dose-only effect, or effect the other way;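 further: plate controls were stimulated vehicle wells for no effect and unstimulated vehicle basal for full effect; nearly all actives have a fitted effect of over 55% in size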
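V1b-HEK293, 1% FBS o/n; cpd 30 min 37C; EGF 25 nM final, 5 min; lyse 10 min; AlphaScreen beads 5 h RT. Normalized DMSO basal vs EGF max; Hill AC50.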
The depositor's hits bear a star; u = inconclusive; & = joins results of further samples; [ ] = another dose, or the depositor's remark. Potency means the concentration at half of the fitted maximal effect. Not all compounds are listed; the hit share may differ from the screen's.

Structure	ERK EGF block
O=C(C1=C[C@H](c2ccc(C(F)(F)F)cc2)C[C@H](OCCCCO)O1)N1CCN(Cc2ccc3c(c2)OCO3)CC1	-9.3%[57.5 µM]
CCN(C(=O)CSc1nnc2nc(C)cc(C)n12)c1ccccc1	-0.8%
C/C(=N\NC(=O)CSc1nc(C)cc(C)n1)c1cccs1	9.6%
S=C(NCCc1ccccc1)Nc1cccc2cnccc12	-3.9%
CCOC(=O)c1sc(=NC(=O)c2ccc(OC(C)C)cc2)n(C)c1C	-2.5%
COc1ccc(CN2CCN(c3ccccn3)CC2)c(OC)c1C	0.3%[57.5 µM]
CCSc1nnc(NS(=O)(=O)c2ccc(OC)cc2)s1	1.9%
CCOC(=O)C1=C(C)Nc2ccccc2N=C1NC(=O)Cc1ccc(Cl)c(Cl)c1	-5.9%
NC(=O)C[n+]1cccc(C(N)=O)c1	-3.7%
C=C(C(=O)OCC)C(=O)c1ccccc1	-5.2%
Cc1ccc(S(=O)(=O)N2CCCCC2)cc1NC(=O)CSc1nccn1C	-1.5%
Cc1ccc(-c2ccc(SCC(=O)Nc3cc(C)on3)nn2)cc1	-8.0%
CCCOC(=O)CC1C(=O)NCCN1C(=O)OC(C)(C)C (stereo not drawn)	-5.1%
CC(=O)Oc1c(C(=O)c2nnc(C)o2)c(=O)n(C)c2ccccc12	4.3%
Cc1ccc(N/C(N)=N/c2nc(CSc3nnc(C)s3)cc(=O)[nH]2)c(C)c1	-6.0%
CCn1c(CCNC(=O)c2ccc(C)cc2)nnc1SCc1ccc(Cl)c(Cl)c1	1.1%
CC(C)(C)C(=O)NNC(=O)COc1ccc2ccccc2c1Br	-6.2%
O=C1CNC(=O)N1CC(O)Cn1c2ccccc2c2ccccc21 (stereo not drawn)	-9.8%
CCn1c(=O)c(C(=O)NNS(=O)(=O)c2ccc(Br)cc2)c(O)c2ccccc21	0.1%
CC(C)N(CC#CC(O)(c1ccccc1)c1ccccc1)CCO	-5.3%
CCOC(=O)C(C)Sc1nc(-c2ccccn2)ncc1OC (stereo not drawn)	4.7%
CCCCOc1ccc(C(=O)NNC(=S)NC(=O)CC)cc1	4.0%
Cc1noc(C)c1COc1cccc(C(=O)OCC(=O)NC(=O)c2ccc(OC(F)F)cc2)c1	-0.5%
O=C1c2ccccc2CC1(Cc1ccccc1)Cc1ccccc1	-7.2%
COc1ccc(Nc2nnc(-c3ccc(O)cc3)c3ccccc23)cc1	-12.6%
CC(=O)N(c1ccccc1)C1CCCC1	4.7%
C/C(=N\Nc1ccc(S(N)(=O)=O)cc1[N+](=O)[O-])c1ccccc1O	8.8%[57.5 µM]
COc1cccc(C(=O)O/N=C(\N)Cc2ccc(Cl)cc2)c1	-4.9%
CCOc1cc(C(=O)Nc2ccc(C)cc2C)ccc1OCC(=O)N1CCCCC1	-3.2%
Cc1cccc(N2C(=O)CC(Sc3nnc(C)s3)C2=O)c1 (stereo not drawn)	2.1%

Shown field by field: four of the compounds above.
molecule: CCOC(=O)C1=C(C)Nc2ccccc2N=C1NC(=O)Cc1ccc(Cl)c(Cl)c1
  ERK EGF block: -5.9%

molecule: NC(=O)C[n+]1cccc(C(N)=O)c1
  ERK EGF block: -3.7%

molecule: C=C(C(=O)OCC)C(=O)c1ccccc1
  ERK EGF block: -5.2%

molecule: Cc1ccc(S(=O)(=O)N2CCCCC2)cc1NC(=O)CSc1nccn1C
  ERK EGF block: -1.5%

Other entries:
Structure	ERK EGF block
Cc1nnc2n1N=C(c1ccc3c(c1)NC(=O)CO3)CS2	6.1%[57.5 µM]
COc1cc(OC)c(C(=O)NNC(=S)NC2CCCCC2)cc1OC	-7.7%
Cc1ccc(S(=O)(=O)c2c(N)n(-c3ccccc3)c3nc4ccccc4nc23)cc1	-1.3%
CN(Cc1ccccc1)C(=O)COc1ccc(-c2nnco2)cc1	23.3%
O=C(N/N=C/c1ccccc1Cl)c1nc2ccc([N+](=O)[O-])cc2c(=O)[nH]1	-6.1%
COc1ccc(OC)c(N/C(C)=C/C(=O)c2ccc(Br)cc2)c1	u
CCOc1ccc(Br)cc1S(=O)(=O)Nc1cccc(S(=O)(=O)N(CC)CC)c1	1.5%
CN(C(=O)COC(=O)c1cccnc1Nc1ccccc1F)C1CCS(=O)(=O)C1 (stereo not drawn)	-6.7%
Cc1ccc2cc(-c3noc(C4CCCCC4)n3)c(=O)[nH]c2c1	-5.4%[57.5 µM]
C[C@@H]1O[C@@H](Oc2c(-c3cc(O)c(O)c(O)c3)oc3cc(O)cc(O)c3c2=O)[C@H](O)[C@H](O)[C@H]1O	-19.3%
Clc1ccc(C2=NOC(c3nnc(-c4ccccc4)o3)C2)cc1 (stereo not drawn)	-10.8%[57.5 µM]
CCCn1c(SC(C(=O)Nc2cc(C)ccc2OC)c2ccccc2)nc2ccccc2c1=O (stereo not drawn)	-1.2%
O=C(c1cc(C(F)(F)F)cc(C(F)(F)F)c1)N1CCC[C@@]2(CCN(Cc3ccccc3)C2)C1	-2.8%
Cc1ccc(NC(=O)/C=C/c2ccco2)nc1	2.2%
COc1ccc(CCC(=O)O)cc1OC	-4.6%[57.5 µM]
Cc1cc(C)n(-c2nc(NCCN(C)C)c3c4c(sc3n2)COC(C)(C)C4)n1	-4.8%[57.5 µM]
Cc1cc(-c2nnc(CCC(=O)NC(C)c3cccc4ccccc34)o2)no1 (stereo not drawn)	-3.4%
Cc1cccc(OCc2nnc(SCC(=O)N3CCN(c4ccccc4)CC3)o2)c1C	-3.6%
COc1ccc(OCC(=O)Nc2ccc3c(c2)nc(CN2CCN(C(C)=O)CC2)n3C)cc1	-0.9%[57.5 µM]
COc1ccc(C2OC(=O)CC2C(=O)NCc2ccc(C)cc2)cc1OC (stereo not drawn)	-3.6%
CCOc1ccc(C(=O)OCC(=O)Nc2ccc(SC(F)F)cc2)cc1OCC	-3.5%
CCOC(=O)CNC(=O)C1CCCc2c1[nH]c1ccc(Cl)cc21 (stereo not drawn)	-0.5%
CCOC(=O)C1(CC2CCCCO2)CCN(S(=O)(=O)c2ccc(OC)cc2)CC1 (stereo not drawn)	12.2%
CCCC[C@@H]1C[C@H]1[C@@H](NC(=O)c1ccccc1)c1ccccc1C(F)(F)F	-3.2%
Cc1noc(C)c1C(=O)Nc1nc(-c2ccccc2Cl)cs1	0.6%
CCOc1ccc(NC(=S)NN(C)C(=S)Nc2ccc(OCC)cc2)cc1	-8.4%
C=CCc1cccc(CNc2c(C)cc(C)cc2C)c1O	3.9%
C/C(=N\N1CCN(Cc2ccc(Cl)cc2)CC1)c1ccc([N+](=O)[O-])cc1	u
COC(=O)c1ccc(-n2c(C)cc(C(=O)COC(=O)CC3Sc4ccccc4NC3=O)c2C)cc1 (stereo not drawn)	4.2%
O=C1c2ccccc2C(=O)c2[nH]cnc21	7.1%[57.5 µM]
O=C(CNS(=O)(=O)c1ccccc1)Nc1ccc2c(c1)OCO2	-1.2%
Cc1ccc(C)[n+](CC(=O)N2CCCCC2)c1	-10.7%
CCCCSC(=S)NC1CCS(=O)(=O)C1 (stereo not drawn)	0.0%
CC(C)(CO)NCc1ccc(Br)cc1	0.2%
COc1ccc(/C=C/C(=O)CCC(=O)O)cc1	-22.2%
CCOc1ccc(C(CC(=O)O)NC(=O)c2ccco2)cc1 (stereo not drawn)	-3.2%
C/C(=N\NC(=O)C1(C)NC(C)(C)Cc2ccccc21)c1ccccc1 (stereo not drawn)	-5.9%
CC(=O)c1ccc(NC(=O)C2CC(=O)Nc3nc4ccccc4n32)cc1 (stereo not drawn)	4.1%[57.5 µM]
Cn1c(=O)c2c(nc(Sc3ncnn3CC(=O)NC3CCCCC3)n2C)n(C)c1=O	2.3%[57.5 µM]
CCCCC[C@H](O)/C=C\[C@@H]1[C@H](O)CC(=O)[C@@H]1CCCCCCC(=O)O	-5.6%[25.7 µM]
O=C(Cc1ncc(C(F)(F)F)cc1Cl)NCCc1ccccn1	-29.2%
COc1cccc(Oc2c(C)oc3c(CN4CCCCC4)c(O)ccc3c2=O)c1	2.9%[57.5 µM]
COCCNC(=O)C1CCN(C(=O)c2cc3sccc3n2Cc2ccc(F)cc2)CC1	-1.1%
O=[N+]([O-])c1ccc(-n2nnnc2CN2CCCCC2)cc1	3.6%
Fc1cccc(Cc2noc(CN3CCSCC3)n2)c1	-9.5%[57.5 µM]
COc1ccc(S(=O)(=O)N(n2c(C)nnc2-n2nc(C)cc2C)S(=O)(=O)c2ccc(OC)cc2)cc1	-2.4%
CNC(=S)N/N=C/c1cc(Br)cc(Br)c1O	-11.2%
Clc1ccc(OCc2nnc3n2CCCCC3)c(Cl)c1	-10.3%[57.5 µM]
COC(=O)c1sccc1NC(=S)N1CCN(C)CC1	-2.6%
O=C(CNC(=S)N(Cc1ccccc1)Cc1cccnc1)NCCN1CCOCC1	-0.3%
CC1=CC(C)C(/C=N/n2cnnc2)C(C)C1 (stereo not drawn)	-0.1%[57.5 µM]
CCOc1ccc(NC(=S)Nc2cccnc2)cc1	-3.6%
CCCCCCNC(=O)C(=O)NCCc1ccc(Cl)cc1	-6.0%
CCn1c(SCC(=O)Nc2sc3c(c2C#N)CCCC3)nnc1-c1ccncc1	-8.0%
Cc1cc(C)n(Cc2ccc(Cl)nc2)n1	-2.2%
O=c1[nH]sc2ccccc12	4.7%
COc1cc(/C=C/C(=O)OCC(=O)NCCc2ccccc2)cc(OC)c1OC	1.6%
COc1ccc(O)c(CN2CCN(CCc3ccccc3)C(CCO)C2)c1 (stereo not drawn)	-0.9%
CCOC(=O)c1ccc(S(=O)(=O)NCC(c2ccc(N(C)C)cc2)c2c[nH]c3ccccc23)cc1 (stereo not drawn)	6.5%
CC(O)c1ccc(-n2cnnn2)cc1 (stereo not drawn)	-5.2%

Remaining list, next part:
Structure	ERK EGF block
COc1ccc(-c2nc(SC(CC(=O)NCCN3CCOCC3)c3cccs3)n[nH]2)cc1 (stereo not drawn)	u
CC1(C)S[C@@H]2[C@H](NC(=O)[C@H](N)c3ccccc3)C(=O)N2[C@H]1C(=O)O	-8.1%&27.2%[57.5 µM]
Cc1coc2c1c(C)cc1oc(=O)c(Cc3ccccc3)c(C)c12	-1.4%[57.5 µM]
CC(C)CCN(C(=S)Nc1cccc(C(F)(F)F)c1)C(C)c1ccccn1 (stereo not drawn)	-12.5%[57.5 µM]
CCOc1cccc2sc(N(CCN(C)C)C(=O)c3ccc(Br)s3)nc12	1.1%
Cc1ccccc1NC(=O)COC(=O)c1cccnc1	-1.3%
CCOC(=O)c1cc2c(=O)n3ccccc3nc2n(Cc2ccco2)c1=NC(=O)c1ccccc1OCC	0.7%
CCOc1ccc(OCC(=O)Nc2ccc(OC)cc2[N+](=O)[O-])cc1	-4.6%
O=C(CSc1nnc(Cc2ccccc2)n1Cc1ccccc1)NCc1ccco1	5.6%
Cc1cc(C)cc(NC(=O)/C(C#N)=C/c2cn(CC(=O)NCc3ccco3)c3ccccc23)c1	-3.2%
CCN(CC(=O)NCc1ccc(F)cc1)c1ccc(S(C)(=O)=O)cc1[N+](=O)[O-]	6.2%[57.5 µM]
COc1cc(C(=O)N2CCN(C(=O)C(Cc3cc(C)ccc3C)NC(C)=O)CC2)cc(OC)c1OC (stereo not drawn)	3.7%
O=C(c1csnn1)N1CCC2(CCCN(c3ccccc3)C2)CC1	-5.0%
CC(C)CNC(=S)NNC(=O)CC(C)O (stereo not drawn)	-13.6%
Cc1ccc([N+](=O)[O-])cc1-c1ccc(/C=N/NC(=O)CN2CCOCC2)o1	-4.5%[57.5 µM]
Cc1ccc(CNC(=O)CCC2CCCN(Cc3ccc4cccc(F)c4n3)C2)o1 (stereo not drawn)	-3.6%
CC(C)=C1C2CCC1C1C(=O)N(c3ccc4c(c3)OCO4)C(=O)C21 (stereo not drawn)	4.2%
CN(C)c1ccnc2sc(C(=O)c3ccccc3)c(N)c12	4.4%
CC(C)c1cc(NCc2ccccn2)n2c(nc3ccccc32)c1C#N	-2.2%
COc1ccc2nc(NC3=NC(C(=O)Nc4ccc(C)cc4)CC(=O)N3)nc(C)c2c1 (stereo not drawn)	2.6%
CCCCOc1ccc(-c2cnc3ccccc3n2)cc1	-4.2%
CCOC(=O)/C=C1\NC(C)(C)Cc2cc(OC)c(OC)cc21	-8.5%[57.5 µM]
CCc1nn2cc(C(=O)c3cc(C)ccc3O)cnc2c1-c1ccc(F)cc1	-3.4%
O=C(c1cc(=O)[nH]c2ccccc12)N1CCc2ccccc2C1	-4.5%
CC(C)C[C@@H](CSc1ccc(Br)cc1)N1CCN(CC(C)C)CCC1=O	8.1%[57.5 µM]
COc1ccc(N)cc1-n1c(C)ccc1C	-5.1%
COc1ccccc1NC(=O)NC1(C(=O)N2CCCCCC2)CCCCC1	2.5%
CC(C)C(NS(=O)(=O)c1ccc2c(c1)OCCCO2)C(=O)O (stereo not drawn)	-3.0%
CCNc1nc(NCC)nc(C(=O)NN)n1	-3.2%
Cc1ccc(NS(=O)(=O)c2cn(C)cn2)cc1	-4.5%

Compound activity deposited in PubChem BioAssay by National Center for Advancing Translational Sciences (NCATS).
